# T cell modulator: T cell immune modulation candidate. 2C CD8+ T cell-vesicle binding, flow cytometry; hits give low values. calls only at 7 µM. 0.068% of 330,000 active;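 active = response, share of CD8 T cells binding vesicles, and their 90th percentile fluorescence all below set limits, cut at about 80% in these data, passing the limit was not always enough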
#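 Read-out – percent CD8+ FL2 mean versus row control · System – murine 2C transgenic CD8+ T lymphocytes · Times – 1.5 h cell–vesicle binding at 37 °C, then 20 min icy labelling · Control set – naked vesicles low, QL9 vesicles with vehicle high · Detection – cytometric PE anti-B7-1 and Alexa647 anti-CD8 signals after 1% paraformaldehyde fixation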
# Insulin prom up: MIN6 insulin promoter up-regulation. MIN6 insulin promoter-GFP reporter, high-content imaging; hits give high values. z-score at 5 µM. 0.3% of 190,000 active;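 active = z-score above 3 at 5 µM with at least 500 cells counted in the well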
# Autophagy HCS: modulators of autophagy. MEF GFP-LC3 puncta imaging; test concentration mostly 10 µM. 0.98% of 190,000 active. calls only at 10 µM (by protocol);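 active = percentage of spot-positive cells more than 3 SD above its plate mean, without a fluorescence outlier flag or 80% toxicity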;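 note: spot-positive cell cutoff set from DMSO-treated cells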
# Dynein transport: blocks dynein driven cargo transport along microtubules; 3617.4 mouse cells, GR-EGFP nuclear translocation imaging; test concentration mostly 20 µM; stimulated with dexamethasone, 1 µM; hits give low values; z-score, hits read low; 0.47% of 220,000 active; AID 1381;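 active = plate z-score of nuclear minus cytoplasmic receptor signal below a set negative limit, without overly bright fluorescence or cell loss, cut at about -3.5 in these data, passing the limit was not always enough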;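 note: z-score of nuclear minus cytoplasmic ring GR-EGFP intensity difference per well; some compounds called inactive have numbers as strong as hits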
#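 Also added – dexamethasone, 1.0 µM final · Buffer or medium – tet-free, stripped-serum medium · Schedule – induction 48 h, compound 1 h, agonist 30 min · Detection – formaldehyde fixation, Hoechst nuclear stain, 10x automated fluorescence imaging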
# MT stabilizer: microtubule stabilization, imaging screen. HeLa tubulin immunostaining HCS, 24 h; share of cells brighter than vehicle mean+2SD. % tubulin-high responders, % at 10 µM. 0.83% of 200,000 active;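 active = plate Z-score above 3 for both tubulin-high and condensed-nucleus cell shares, with cell loss under 80%, at 10 µM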;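 note: anti alpha tubulin signal scored within the nucleus-defined area of each cell; some results filed as inactive read as strong as hits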
# CSM14.1 death rescue: rescue of cells from ER stress-induced death, primary screen, 384-well, CSM14.1, thapsigargin, ATP luminescence (AID 1222). cellular ATP content (survival), % at 20 µM; hits with a dose series show EC50 in µM. CSM14.1 thapsigargin-induced death rescue, ATP luminescence; higher % means a stronger effect. 190,000 tested, under 10 active;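 active = EC50 below 50 µM in the dose-response confirmation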;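 note: death triggered by thapsigargin at about 15 µM added after 2 h compound pretreatment; cell ATP read after overnight thapsigargin exposure of roughly 18 to 22 hours; normalized against plate controls of thapsigargin alone and 5% DMSO vehicle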
# Salmonella PhoP GFP: inhibitors of PhoP regulon expression, primary screen, Salmonella Typhimurium, GFP reporter (AID 1863) | S. Typhimurium PhoP-regulated promoter GFP reporter, 4 h; higher % means a stronger effect | one-dose inhibition, % at 50 µM; IC50 in µM for titrated hits | 0.16% of 300,000 active;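 active = inhibition over 29.93%, a cutoff 3 SD above the screen mean, later confirmed by dose response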;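 note: 0% = low Mg2+ inducing control and 100% = high Mg2+ repressing control; strong numbers were not always called active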
# b-catenin transl: modulators of beta-catenin nuclear translocation | HeLa beta-catenin nuclear translocation, immunofluorescence imaging | nuclear translocation activity, % at 5 µM | 0.3% of 190,000 active;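 active = nuclear translocation activity above 50% at 5 µM, with a well cell count of 50 or more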;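 note: per-cell ratio of nuclear to cytoplasmic median beta-catenin stain intensity; plate controls were DMSO negative control for no effect and GSK-3 inhibitor IX positive control for full effect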
#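 System: HeLa cells, endogenous beta-catenin; compound dosing: 5 µM primary single dose, 0.1% DMSO, 0.02–20 µM confirmation series; incubation: 24 h compound exposure at 37°C, 5% CO2; signal: beta-catenin immunofluorescence imaging with DAPI; evaluation: % activation, nuclear-to-cytoplasmic median beta-catenin signal ratio per cell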
# Hep lipid drop: hepatic lipid droplet formation modulation; AML12 mouse hepatocytes, oleate lipid droplets, BODIPY imaging; inhibition, % at 6.5 µM; 0.4% of 240,000 active; AID 1656;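 active = lipid droplet intensity inhibited by at least 50%, with more than 500 cells counted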
#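 Material – AML12 mouse liver cells · Also added – oleate loading, 100 µM · Compound dosing – 6.5 µM single-point dosing · Times – overnight treatment with compound plus oleate · Measured by – fluorescence imaging, 20x objective, two fields per well · Read-out – percent inhibition of filter-corrected integrated lipid droplet intensity per well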
# Dynein transport cytoplasmic EGFP: recorded beside Dynein transport, whose call it bears; z-score; measured here: cytoplasmic GR-EGFP intensity; hits give high values
# Dynein transport nuclear GR-EGFP: further read-out of Dynein transport, marked with its call; z-score; measured here: nuclear GR-EGFP intensity;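 lower value marks the stronger effect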
# Dynein transport cell count: recorded beside Dynein transport, whose call it bears; z-score; measured here: cell count per field
# Insulin prom up cell count: recorded beside Insulin prom up, whose call it bears; cell count; measured here: cytotoxicity, nuclei count;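 total cells summed across four imaged fields per well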
# Hep lipid drop cells 6.5 µM: also measured in Hep lipid drop; calls as there; cell count; measured here: cell count, cytotoxicity flag;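 cells counted across two imaged fields per well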
# b-catenin transl cell count 5 µM: second read-out of b-catenin transl, no call of its own (marks repeat the call); cell count; measured here: cell count, cytotoxicity flag
# T cell modulator vesicle-bound %: further read-out of T cell modulator, marked with its call; double positive events, %; measured here: CD8+ vesicle-bound cell fraction;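 binding gate set so that unloaded-vesicle control wells show 10% double positive cells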
# MT stabilizer Hoechst-high %: further read-out of MT stabilizer, marked with its call; % Hoechst-high responders; measured here: nuclear condensation Hoechst responders;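 share of cells brighter than vehicle mean plus two SD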
# MT stabilizer cytotoxicity %: further read-out of MT stabilizer, marked with its call; toxicity, %; measured here: cytotoxicity by cell density;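 0% = mean cell density of plate MIN control wells and 100% = no cells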
# Autophagy HCS cell loss 18 h: recorded beside Autophagy HCS, whose call it bears; toxicity, %; measured here: cell loss, nuclei count;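 cell loss after 18 h compound exposure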
# Starred values were filed as active, the others as inactive; i = inactive; x = not tested or not shown.
SMILES,T cell modulator,T cell modulator vesicle-bound %,Insulin prom up,Insulin prom up cell count,Autophagy HCS,Autophagy HCS cell loss 18 h,Dynein transport,Dynein transport cytoplasmic EGFP,Dynein transport nuclear GR-EGFP,Dynein transport cell count,MT stabilizer,MT stabilizer Hoechst-high %,MT stabilizer cytotoxicity %,CSM14.1 death rescue,Salmonella PhoP GFP,b-catenin transl,b-catenin transl cell count 5 µM,Hep lipid drop,Hep lipid drop cells 6.5 µM
CCOc1ccc(/C=N/OCC(=O)NCc2cccs2)cc1,i,56.0,0.35,1389,i,8.3,0.157,-0.207,0.154,-0.451,3.5,2.6,5.7,0.5%,0.0%,-0.5,1047,-37.6,676
N#Cc1nc(-c2ccccc2F)oc1NCCN1CCOCC1,i,45.4,0.46,1125,i,-3.9,-1.73,0.287,-0.95,-0.546,3.8,2.1,4.3,-0.7%,-3.0%,x,x,x,x
O=C(N/N=C\c1ccc(CN(Cc2ccc(Cl)cc2)S(=O)(=O)c2ccccc2)o1)C(=O)Nc1ccc(F)cc1,i,43.1,-1.56,850,i,-14.8,-0.353,-0.129,0.0104,0.674,1.3,1.1,6.8,-1.5%,-11.8%,-1.8,1192,9.3,772
Cc1nc(NC(=O)CC(C)C)sc1-c1csc(Nc2ccc(Cl)cc2)n1,i,21.4,-1.46,1453,i,1.2,-0.34,-0.219,-0.79,0.102,3.1,1.7,8.0,-4.3%,-8.3%,4.4,1380,x,x
CCOC(=O)c1cnc2ccccc2c1NCc1ccco1,i,34.8,-0.74,1441,x,x,-2.44,0.336,-1.37,0.721,x,x,x,x,14.8%,0.4,1302,-24.7,709
COC(=O)c1ccc(NC(=S)N(Cc2cccnc2)Cc2ccco2)cc1,i,3.3,-1.27,1135,i,-4.4,-0.0757,-0.313,-0.2,0.369,1.3,2.1,10.5,0.5%,-9.3%,-1.6,1128,-6.9,789
CCOc1ccc(-c2nc(C#N)c(N3CCCCCC3)o2)cc1,i,24.0,-0.33,2030,x,x,0.024,-0.175,0.146,-0.77,3.6,2.3,8.2,-2.6%,5.0%,0.8,1059,-10.9,605
COC(=O)c1ccc(CSc2nnc3nc(C)cc(C)n23)cc1,i,10.5,-0.25,1345,i,-3.0,0.153,-0.249,0.0773,0.466,1.8,1.8,5.8,3.0%,3.4%,-3.0,1133,4.9,702
CC(C)NC(=O)c1ccc(Sc2ccccc2)c([N+](=O)[O-])c1,i,32.4,1.02,1120,i,18.9,1.5,-0.235,0.943,0.0641,2.6,1.4,5.7,-2.8%,-4.9%,-1.7,1048,2.3,683
CS(=O)(=O)Nc1ccc(C(=O)Nc2ccccc2Cl)cc1,i,16.5,0.05,1466,i,15.1,-0.504,-0.214,0.114,0.861,7.8,1.0,29.0,-0.1%,2.6%,-0.5,1386,-3.1,731
COc1cc2cc(C(c3nnnn3C3CCCC3)N(C)C3CCCCC3)c(=O)[nH]c2cc1OC (stereo unspecified),i,53.7,x,x,i,-0.2,-0.784,-0.223,-0.18,0.471,2.5,1.2,8.5,-1.3%,-9.6%,3.0,1117,-15.4,763
COc1ccccc1CCc1nnc(CCC(=O)NC(C)Cc2cccc(C)n2)o1 (stereo unspecified),i,28.0,-0.05,1045,x,x,-1.36,-0.259,-0.654,1.21,x,x,x,x,-10.6%,0.5,1338,-17.2,739
Cc1cc(C)nc(N2CCC(C(=O)Nc3ccc(Oc4ccccc4)cc3)CC2)n1,i,56.3,0.27,1827,i,-2.1,-0.203,-0.215,0.189,-0.157,2.8,3.1,10.8,-2.1%,-1.0%,-3.8,1149,15.3,634
COCC(=O)NNC(=O)c1ccccc1OC,i,59.9,0.07,1406,i,11.5,-0.996,-0.362,-0.73,1.13,2.1,1.9,7.9,0.3%,8.3%,-0.5,1560,-0.3,738
COc1cc(C(=O)Nc2ccc3c(c2)OCCO3)ccc1OC(C)C,i,37.4,0.99,1118,i,2.0,-0.0324,-0.22,-0.206,0.802,2.9,1.8,0.7,-3.2%,9.6%,x,x,9.0,695
O=C(Nc1ccc(OCC(F)(F)C(F)F)c(C(F)(F)F)c1)c1ccc(Cl)cc1,i,36.9,x,x,i,-13.4,0.302,-0.195,-0.15,-0.086,3.6,2.1,4.6,x,x,x,x,x,x
Cc1ccc(Cn2nnc3c(=O)[nH]c(C(=O)NCc4ccco4)nc32)cc1,i,59.6,-0.33,1397,i,1.0,-0.345,-0.212,0.136,-0.187,2.5,1.1,3.1,-0.8%,-5.4%,-8.1,990,x,x
Cc1ccc(C2NC(=S)NC3=C2C(=O)CCC3)cc1 (stereo unspecified),i,33.7,0.08,1228,i,-3.2,-0.208,-0.242,0.0517,0.459,2.5,2.3,5.5,x,1.2%,0.4,1031,-13.3,718
CCS(=O)(=O)Nc1ccc(C(=O)c2ccccc2)cc1,i,57.5,x,x,i,-3.7,-0.338,-0.176,0.141,0.326,2.4,2.4,5.4,-3.0%,-6.8%,3.4,418,-5.7,738
COc1ccc2c(CC(=O)N3CCc4ccccc43)coc2c1,i,50.2,0.52,916,i,-8.2,-0.496,-0.26,-0.257,0.275,1.9,1.9,5.8,-4.8%,-2.1%,0.9,1148,9.6,798
O=[N+]([O-])c1ccc(CN2CCSCC2)cc1,i,19.5,-1.59,1535,i,8.9,0.00553,-0.221,-0.274,0.268,1.5,1.8,2.9,-0.6%,-0.3%,-0.7,1044,0.7,733
ClC1(Cl)CC1Cn1c(C2CC2)nc2ccccc21 (stereo unspecified),i,10.3,-0.65,1562,i,-9.0,0.61,-0.214,-0.0408,0.675,3.2,2.3,6.6,0.3%,0.2%,-1.1,1508,-7.2,647
O=C(CCS(=O)(=O)c1ccccc1)Nc1ccc(-c2nc3ccccc3s2)cc1,i,58.2,0,1397,i,1.2,0.235,-0.194,0.00366,-0.264,2.9,1.4,2.3,-0.2%,1.5%,-1.9,1085,8.4,699
O=S(=O)(NCCc1csc(-c2cccnc2)n1)c1ccc(Cl)s1,i,59.0,-0.85,841,i,0.1,-0.254,-0.00978,0.0964,-0.663,1.5,2.8,5.6,1.1%,6.7%,-6.5,1082,x,x
O=C(C/C=N/OCc1ccccc1F)c1cnc(-c2ccc(Cl)cc2)s1,i,28.4,x,x,i,33.9,-0.371,-0.157,-0.292,0.114,2.0,1.3,3.8,-2.8%,-13.0%,x,x,x,x
COc1cc(C(=O)OCCCN2CCOCC2)ccc1O,i,53.1,-0.16,1507,i,18.7,0.0111,-0.115,0.0651,-0.665,3.6,3.1,9.8,0.4%,-1.9%,0.1,952,-3.3,664
CCc1nc(SCC(=O)NCCc2ccccc2)c2c(=O)n(C)c(=O)n(C)c2n1,i,26.6,0.18,991,x,x,2.32,-0.171,1.71,-1.92,x,x,x,x,-0.1%,0.0,1314,3.5,694
Cc1cccc2c1OCC/C2=N\NC(=O)COc1ccccc1Cl,i,45.5,x,x,i,-31.7,-0.406,-0.236,-0.756,1.31,2.2,3.0,8.6,-1.7%,-9.8%,x,x,x,x
CCCOC(=O)c1ccc(Oc2c(-c3ccc(O)cc3O)n[nH]c2C)cc1,i,38.5,0.19,1482,i,34.3,0.175,-0.345,0.371,-0.137,2.7,3.2,17.9,-1.0%,6.7%,2.1,1382,x,x
NC(=O)c1cccnc1Oc1ccc(Cl)cc1Cl,i,13.5,1.08,1384,x,x,1.49,-0.166,0.98,-1.67,x,x,x,x,28.1%,-0.6,1100,-5.5,718
COc1ccc(-c2nnc3sc(-c4ccccn4)nn23)cc1,i,37.4,0.25,1295,x,x,x,x,x,x,x,x,x,2.5%,x,-1.5,990,x,x
CN1Cc2c(N3CCOCC3)nc3sc(C#N)c(N)c3c2CC1(C)C,i,6.6,x,x,x,x,0.387,-0.216,0.069,-0.715,x,x,x,x,-3.3%,1.6,1224,-12.4,669
Cc1ccc2oc(=O)n(CC(=O)OCCC(C)C)c2c1,i,51.1,-0.27,951,x,x,0.0228,-0.195,0.405,0.102,x,x,x,x,-0.9%,-1.4,1379,-14.3,767
Cc1nnc(N2CCOCC2)c2nn(-c3ccccc3)c(C)c12,i,70.0,-0.31,1188,i,2.5,0.837,-0.248,0.328,-0.485,3.8,2.0,2.5,2.8%,-0.3%,x,x,22.8,713
COc1ccc(N2C(=O)CC(Sc3ccccc3C(=O)O)C2=O)c([N+](=O)[O-])c1 (stereo unspecified),i,3.7,x,x,i,21.6,-1.09,-0.213,-0.201,0.354,2.9,1.9,8.8,-0.7%,-0.8%,1.1,1503,3.2,716
CC1CCCN(C(=O)Nc2cccc(NC(=O)N3CCCC(C)C3C)c2)C1C (stereo unspecified),i,29.0,-0.61,850,i,0.5,-0.347,0.188,-0.261,0.602,2.2,1.7,5.4,2.3%,6.9%,-0.4,1198,x,x

# Hits appear at their usual frequency; 3% or so of the library scored in one or more.
